Screens as filed in PubChem BioAssay.
NadD inh = inhibitors of S. aureus NadD, primary screen, biochemical, colorimetric, uHTS | Nicotinate-nucleotide adenylyltransferase NadD (Staphylococcus aureus N315) | purified NadD enzyme, colorimetric absorbance read-out | 0.78% of 360,000 active | inhibition, % at 20 µM; in the data active = inhibition above about 26%; note: some compounds past the cut are filed as inactive
CSN deneddyl inh = inhibitors of CSN-mediated cullin deneddylation, primary screen, biochemical, fluorescence polarization, uHTS | COP9 signalosome complex subunit 5 (Homo sapiens), Q92905 | Purified CSN, SCF-Nedd8-OG deneddylation | inhibition, % at 12.5 µM | 0.38% of 360,000 active;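 active = pattern-corrected inhibition above about 35%, with an unprinted fluorescence ratio check between 0.5 and 1.5, limit read from the data, passing the limit was not always enough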;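 note: 0% = enzyme with substrate and 100% = substrate without enzyme; some results filed as inactive read as strong as hits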
Target sequence (Q92905 whole entry, looked up, one chain of several): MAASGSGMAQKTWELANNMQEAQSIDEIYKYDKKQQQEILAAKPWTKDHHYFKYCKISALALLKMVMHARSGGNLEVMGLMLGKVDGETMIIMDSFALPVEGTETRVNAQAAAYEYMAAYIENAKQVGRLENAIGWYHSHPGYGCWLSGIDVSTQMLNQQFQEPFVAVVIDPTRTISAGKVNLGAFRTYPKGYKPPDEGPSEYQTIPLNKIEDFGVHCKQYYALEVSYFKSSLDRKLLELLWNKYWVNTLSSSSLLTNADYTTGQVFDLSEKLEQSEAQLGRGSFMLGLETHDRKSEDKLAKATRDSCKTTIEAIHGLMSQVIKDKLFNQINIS
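Assay system: purified human Csn5 enzyme expressed in HEK293T cells; Input: 0.24 nM Csn5 enzyme, final concentration; Reagent: 10 nM SCFSkp2-Nedd8OG; Compound dosing: 12.5 µM single point; Times: reaction 90 min, room temperature; Technique: fluorescence polarization readout.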
STEP inh = STEP phosphatase inhibitors, primary screen, biochemical, fluorescence intensity, uHTS; 0.25% of 360,000 active; recombinant STEP, OMFP fluorogenic substrate; AID 588621, 2011; Tyrosine-protein phosphatase non-receptor type 5 (Homo sapiens), P54829; inhibition, % at 20 µM;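 active = inhibition at 20 µM, scaled per plate between control wells, above about 37%, limit read from the data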;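 note: 0% = DMSO with enzyme and substrate and 100% = substrate only without enzyme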
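System: STEP phosphatase, cell-free reaction; Buffer or medium: Bis-Tris pH 6.0 buffer with DTT, detergent; Incubation: 20 min at room temperature, dark; Measured by: fluorescence, 480/540 nm.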
MsrA inhibitor = bovine MsrA enzyme inhibitors, primary screen, biochemical, absorbance, HTS; Methionine sulfoxide reductase A (Bos taurus); inhibition, % at 15.5 µM; 0.75% of 360,000 active; purified bovine MsrA, absorbance read-out; AID 651718, 2012; in the data active = inhibition above about 4.5%;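 note: 0% = vehicle wells with enzyme and 100% = reference inhibitor wells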
Scp1 inh = Scp-1 phosphatase inhibitors, primary screen, biochemical, colorimetric, uHTS; Carboxy-terminal domain RNA polymerase II polypeptide A small phosphatase 1 (Homo …; Recombinant Scp1, phosphopeptide, malachite green phosphate absorbance; inhibition, % at 20 µM; 0.88% of 340,000 active; AID 493091, 2011;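 active = inhibition above about 50% at 20 µM, limit read from the data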;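 note: plate controls were DMSO wells with enzyme for no effect and wells lacking enzyme for full effect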
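Test system: SCP-1 catalytic domain; Buffer or medium: Acidic Tris acetate buffer with magnesium and detergent; Also added: Phosphorylated 17-residue peptide substrate; Compound: single 20 µM dose, 1% DMSO; Schedule: enzyme reaction 45 min at room temperature, colour 5 min, stabilisation 30 min; Signal: Phosphate-binding colour reagent, absorbance read at 630 nm.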
SUMO1-SIM PPI = modulators of SUMO1 protein-protein interactions, primary screen, biochemical, uHTS | SUMO1 binding to a labelled peptide, TR-FRET, 1 h | Small ubiquitin-related modifier 1 (Homo sapiens), P63165 | AID 602429, 2012 | inhibition, % at 20 µM | 0.33% of 360,000 active; in the data active = inhibition above about 37%
Target sequence (P63165 whole entry, looked up): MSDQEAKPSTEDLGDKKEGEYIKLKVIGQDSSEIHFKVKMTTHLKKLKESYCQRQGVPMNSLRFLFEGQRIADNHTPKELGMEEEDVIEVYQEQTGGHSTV
Rpn11 block = Rpn11 (PSMD14) deubiquitinase inhibitors, primary screen, biochemical, fluorescence polarization, uHTS; 26S proteasome non-ATPase regulatory subunit 14 (Homo sapiens), O00487; human 26S proteasome, Ub4-pepOG fluorescence polarization; 20S core pre-blocked with epoxomicin; calls only at 20 µM; 0.59% of 360,000 active;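 active = inhibition at 20 µM, scaled to each plate's controls, above about 33%, limit read from the data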
Target sequence (O00487 whole entry, looked up): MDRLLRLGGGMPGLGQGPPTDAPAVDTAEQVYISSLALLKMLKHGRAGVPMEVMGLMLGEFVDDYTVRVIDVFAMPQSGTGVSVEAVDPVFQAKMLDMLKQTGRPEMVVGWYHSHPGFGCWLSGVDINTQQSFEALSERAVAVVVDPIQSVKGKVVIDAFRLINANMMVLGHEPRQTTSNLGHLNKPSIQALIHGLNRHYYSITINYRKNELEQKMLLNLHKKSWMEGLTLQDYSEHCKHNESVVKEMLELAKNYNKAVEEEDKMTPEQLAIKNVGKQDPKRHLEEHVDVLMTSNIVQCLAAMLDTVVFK
DNMT1 inh = human DNMT1 methyltransferase inhibitors, primary screen, biochemical, molecular beacon, fluorescence, HinP1I cleavage, uHTS | DNA (cytosine-5)-methyltransferase 1 (Homo sapiens), P26358 | inhibition (reported as % activation of signal), % at 10 µM | 0.83% of 360,000 active; in the data active = inhibition above about 50%
TbMetRS inhib = T. brucei MetRS inhibitors, primary screen, biochemical, luminescence; inhibition, % at 11.9 µM; methionyl-tRNA synthetase (Trypanosoma brucei brucei); purified T. brucei MetRS, ATP depletion, Kinase-Glo luminescence; 0.4% of 360,000 active;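 active = inhibition above a per-plate cutoff of the control wells' mean inhibition plus 3 SD, cut at about 5.5% in these data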;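 note: 0% = DMSO wells median and 100% = median of wells with control inhibitor compound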
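Test system – parasite MetRS enzyme · Reagent – substrates ATP, L-methionine and bulk Escherichia coli tRNA · Doses – 11.9 µM compound single dose, 0.9% DMSO · Times – 15 min enzyme-compound preincubation, 2 h reaction, 10 min detection, 25 °C · Signal – Kinase-Glo luminescence, ATP depletion format · Controls – DMSO-only wells as low control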
LMPTP inh = LMPTP phosphatase inhibitors, primary screen, biochemical, fluorescence intensity, uHTS. 0.22% of 360,000 active. recombinant LMPTP-A, OMFP fluorogenic substrate. inhibition, % at 20 µM. AID 651560, 2012;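 active = compounds that cut the enzyme signal by at least half of the control window in the single-dose screen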;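 note: plate controls were DMSO wells with enzyme plus substrate for no effect and substrate without enzyme for full effect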
Target sequence (P24666 whole entry, looked up): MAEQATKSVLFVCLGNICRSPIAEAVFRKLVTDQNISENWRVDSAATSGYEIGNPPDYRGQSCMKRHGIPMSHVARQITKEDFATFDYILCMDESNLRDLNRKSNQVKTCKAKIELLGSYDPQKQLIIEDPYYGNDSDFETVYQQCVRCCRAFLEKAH
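Test system: LMPTP-A phosphatase enzyme. Amount: LMPTP-A at 0.625 nM final in the reaction. Reagent: OMFP substrate, 400 µM final. Times: 50 min at room temperature. Signal: endpoint fluorescence intensity from OMFP dephosphorylation. Read-out basis: % inhibition. Benchmarks: no-enzyme and uninhibited controls.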
An asterisk follows results filed as active.

Screening CC(C)C[C@@H](CN)NC(=O)c1nc[nH]c1C(=O)N[C@@H](CC(C)C)C(=O)CNC[C@H](C)NC(=O)c1nc[nH]c1C(=O)N[C@@H](CC(=O)O)C(=O)O returned NadD inh 7, CSN deneddyl inh 3, STEP inh -1, MsrA inhibitor 1.2, Scp1 inh -14, SUMO1-SIM PPI 2, Rpn11 block inactive, DNMT1 inh 5, TbMetRS inhib 0.7 and LMPTP inh -2.3.
`CN(C)CCCNc1nc2cc(-c3ccn[nH]3)sc2c(=O)n1C` gave NadD inh 5, CSN deneddyl inh -3, STEP inh 0, MsrA inhibitor 0.5, SUMO1-SIM PPI -8, Rpn11 block inactive, DNMT1 inh 1, TbMetRS inhib -0.2 and LMPTP inh 0.5.
CN(NC1OC(=O)c2ccccc21)c1c([N+](=O)[O-])cc(C(F)(F)F)cc1[N+](=O)[O-] (centres undefined) was read as NadD inh -1, CSN deneddyl inh -4, STEP inh 2, MsrA inhibitor 1.1, Scp1 inh -21, SUMO1-SIM PPI -30, Rpn11 block inactive, DNMT1 inh 2, TbMetRS inhib -0.1 and LMPTP inh -0.3.
`Cn1c(C=O)c(-c2ccc3cc[nH]c3c2)c2ccccc21` gave NadD inh 9, CSN deneddyl inh 1, STEP inh 1, MsrA inhibitor -0.5, Scp1 inh -11, SUMO1-SIM PPI -13, Rpn11 block inactive, DNMT1 inh -35, TbMetRS inhib -0.3 and LMPTP inh 2.6.
O=C(NCCc1ccccc1)C(=O)NCC1OCCCN1S(=O)(=O)c1ccc(F)cc1 (centres undefined) was read as NadD inh -2, CSN deneddyl inh 1, STEP inh -1, MsrA inhibitor 0.1, Scp1 inh -8, SUMO1-SIM PPI 3, Rpn11 block inactive, DNMT1 inh -1, TbMetRS inhib -0.4 and LMPTP inh -0.1.
`CCCC[C@@H]1CNC(=S)N1CCCc1cc(OC)c(OC)c(OC)c1` gave NadD inh 2, CSN deneddyl inh 2, STEP inh -3, MsrA inhibitor 0.2, Scp1 inh 4, SUMO1-SIM PPI 6, Rpn11 block inactive, DNMT1 inh 1, TbMetRS inhib -0.1 and LMPTP inh -0.9.
`O=C1c2cnc3ncnn3c2CC2c3ccccc3CCN12` (centres undefined) gave NadD inh 1, CSN deneddyl inh -4, STEP inh 0, MsrA inhibitor -0.3, Scp1 inh -1, SUMO1-SIM PPI -15, Rpn11 block inactive, DNMT1 inh 0, TbMetRS inhib 0.5 and LMPTP inh 0.3.
For CCOC(=O)C1=C(Cn2cnc3ccccc32)NC(=O)NC1c1ccc(OC)cc1 (centres undefined) the results were NadD inh -4, CSN deneddyl inh 0, STEP inh -2, MsrA inhibitor -0.7, Scp1 inh 5, SUMO1-SIM PPI -1, Rpn11 block inactive, DNMT1 inh 1, TbMetRS inhib -1.8 and LMPTP inh 1.1.
`CCN(CC)c1ccc(-n2c(C)c(C(C)=O)c(C(C)=O)c2C)cc1` gave NadD inh 1, CSN deneddyl inh 2, STEP inh 1, MsrA inhibitor -0.5, Scp1 inh -4, SUMO1-SIM PPI -1, Rpn11 block inactive, DNMT1 inh 4, TbMetRS inhib -0.1 and LMPTP inh -0.3.
Screening COc1cc(NC(=O)[C@@H](NC(=O)c2ccco2)C(C)C)c(OC)cc1NC(=O)c1ccccc1 returned NadD inh -6, CSN deneddyl inh 5, STEP inh 2, MsrA inhibitor -0.5, Scp1 inh -3, SUMO1-SIM PPI 2, Rpn11 block inactive, DNMT1 inh -3, TbMetRS inhib -0.2 and LMPTP inh -0.7.
`Cc1cn([C@H]2C[C@H](O)[C@@H](CNC(=O)[C@@H]3CCCN3Cc3ccccc3)O2)c(=O)[nH]c1=O` gave NadD inh 2, CSN deneddyl inh 1, STEP inh -2, MsrA inhibitor -0.5, SUMO1-SIM PPI 1, Rpn11 block inactive, DNMT1 inh 3, TbMetRS inhib -1.0 and LMPTP inh -1.1.
For O=C(CSc1ccccn1)Nc1nc2c(ccc3ccccc32)s1 the results were NadD inh -5, CSN deneddyl inh -1, STEP inh 1, MsrA inhibitor 2.2, Scp1 inh 2, SUMO1-SIM PPI -4, Rpn11 block inactive, DNMT1 inh -4, TbMetRS inhib 0.3 and LMPTP inh 4.3.

2 successive compounds already listed, for reference:
`Cc1cn([C@H]2C[C@H](O)[C@@H](CNC(=O)[C@@H]3CCCN3Cc3ccccc3)O2)c(=O)[nH]c1=O` gave NadD inh 2, CSN deneddyl inh 1, STEP inh -2, MsrA inhibitor -0.5, SUMO1-SIM PPI 1, Rpn11 block inactive, DNMT1 inh 3, TbMetRS inhib -1.0 and LMPTP inh -1.1.
For O=C(CSc1ccccn1)Nc1nc2c(ccc3ccccc32)s1 the results were NadD inh -5, CSN deneddyl inh -1, STEP inh 1, MsrA inhibitor 2.2, Scp1 inh 2, SUMO1-SIM PPI -4, Rpn11 block inactive, DNMT1 inh -4, TbMetRS inhib 0.3 and LMPTP inh 4.3.

(more compounds)
`CCC(=O)Nc1ccc(C(=O)NNC(=O)c2cccc(C)c2)cc1` gave NadD inh 4, CSN deneddyl inh 1, STEP inh 1, MsrA inhibitor 0.6, Scp1 inh -7, SUMO1-SIM PPI 2, Rpn11 block inactive, DNMT1 inh 2, TbMetRS inhib -1.0 and LMPTP inh -0.1.
Screening O=C(CCN1C(=O)/C(=C/c2ccc3c(c2)OCO3)SC1=S)Nc1ccccc1 returned NadD inh 8, CSN deneddyl inh 3, STEP inh 2, MsrA inhibitor 0.4, Scp1 inh -8, SUMO1-SIM PPI -1, Rpn11 block inactive, DNMT1 inh 44, TbMetRS inhib -0.1 and LMPTP inh 0.3.
Screening CCOc1ccc(Cl)cc1CSc1n[nH]c(CC)n1 returned NadD inh -2, CSN deneddyl inh 3, STEP inh 0, MsrA inhibitor -0.6, Scp1 inh -1, SUMO1-SIM PPI 0, Rpn11 block inactive, DNMT1 inh 0, TbMetRS inhib 1.1 and LMPTP inh -0.9.
For Cc1ccc(OCC(=O)NC2CCCCCC2)cc1C the results were NadD inh -3, CSN deneddyl inh -2, STEP inh 3, MsrA inhibitor 0.1, Scp1 inh -5, SUMO1-SIM PPI 9, Rpn11 block inactive, DNMT1 inh 0, TbMetRS inhib -0.3 and LMPTP inh 0.7.
O=C(Oc1ccc(N(Cc2cccs2)C2=NS(=O)(=O)c3ccccc32)cc1)c1ccccc1 was read as NadD inh 7, CSN deneddyl inh 6, STEP inh -3, MsrA inhibitor 0.1, Scp1 inh -16, SUMO1-SIM PPI 4, Rpn11 block inactive, DNMT1 inh 3, TbMetRS inhib -0.1 and LMPTP inh 1.6.
Screening O=C(NCC1(c2ccccc2)CCCC1)C(=O)N1CCOCC1 returned NadD inh -5, CSN deneddyl inh 2, STEP inh -2, MsrA inhibitor -0.2, Scp1 inh 1, SUMO1-SIM PPI 2, Rpn11 block inactive, DNMT1 inh 1, TbMetRS inhib -1.5 and LMPTP inh -0.3.
Screening COc1ccc(N/N=C(/C#N)S(=O)(=O)C(C)(C)C)cc1 returned NadD inh 1, CSN deneddyl inh -4, STEP inh 2, MsrA inhibitor 3.5, Scp1 inh -7, SUMO1-SIM PPI 1, Rpn11 block inactive, DNMT1 inh -8, TbMetRS inhib 0.8 and LMPTP inh 0.6.
`Cc1cccc(OCCSc2nncn2C)c1` gave NadD inh -4, CSN deneddyl inh -6, STEP inh -2, MsrA inhibitor 0.0, Scp1 inh -10, SUMO1-SIM PPI 2, Rpn11 block inactive, DNMT1 inh 3, TbMetRS inhib -0.1 and LMPTP inh 0.1.
For O=S(=O)(c1ccc2c(c1)OCCO2)N1CCN(S(=O)(=O)c2ccccn2)CC1 the results were NadD inh -7, CSN deneddyl inh 2, STEP inh -2, MsrA inhibitor 0.4, Scp1 inh 15, SUMO1-SIM PPI 2, Rpn11 block inactive, DNMT1 inh 0, TbMetRS inhib -0.2 and LMPTP inh -0.6.
`COc1ccccc1NS(=O)(=O)c1cc(NC(=O)Nc2ccc(Cl)cc2Cl)ccc1N1CCCCC1` gave NadD inh 43*, CSN deneddyl inh 1, STEP inh 6, MsrA inhibitor 1.4, Scp1 inh 4, SUMO1-SIM PPI 1, Rpn11 block inactive, DNMT1 inh -2, TbMetRS inhib 0.1 and LMPTP inh 2.5.
C=CCOc1c(Br)cc(CNc2ccc(NC(=O)C(C)C)c(OC)c2)cc1OC was read as NadD inh -7, CSN deneddyl inh 1, STEP inh -2, MsrA inhibitor -1.7, Scp1 inh -11, SUMO1-SIM PPI -11, Rpn11 block inactive, DNMT1 inh -19, TbMetRS inhib 0.0 and LMPTP inh -0.4.
`CCCn1c(SCC(=O)NCCc2ccccc2)nnc1C(C)C` gave NadD inh -4, CSN deneddyl inh -2, STEP inh 12, MsrA inhibitor -1.1, Scp1 inh -6, SUMO1-SIM PPI -11, Rpn11 block inactive, DNMT1 inh 4, TbMetRS inhib -0.7 and LMPTP inh -1.7.
Screening CN(C)c1ccc(-c2ccnc3c2CC(C)(C(=O)Nc2cccc(OC(F)(F)F)c2)O3)cc1 (centres undefined) returned NadD inh -5, CSN deneddyl inh -2, STEP inh -2, MsrA inhibitor -0.8, SUMO1-SIM PPI 2, Rpn11 block inactive, DNMT1 inh -5, TbMetRS inhib 0.9 and LMPTP inh 2.8.
Screening COC(=O)[C@]1(C)N[C@H](CN(C)C(=O)Nc2ccc(F)cc2)[C@@H]2C(=O)N(C)C(=O)[C@@H]21 returned NadD inh 2, CSN deneddyl inh 1, STEP inh -2, MsrA inhibitor -1.1, Scp1 inh -5, SUMO1-SIM PPI -3, Rpn11 block inactive, DNMT1 inh 4, TbMetRS inhib -0.8 and LMPTP inh -2.3.
